Bioassay records as filed in PubChem BioAssay.
CAL PDZ FP: CAL PDZ peptide-binding inhibitors, primary screen, biochemical, fluorescence polarization, Cer-tagged CAL PDZ, HTS; purified CAL PDZ, TMR-peptide fluorescence polarization, 1 h; inhibition, % at 20 µM; 0.02% of 330,000 active; AID 504414, 2011;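 active = highest replicate inhibition of at least 40%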;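 also: plate controls were DMSO neutral control wells for no effect and unlabeled competitor peptide control wells for full effect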
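Control set: unlabelled peptide and DMSO controls / Material: purified CerCALP PDZ construct / Timing: 1 h incubation at room temperature before polarization reading / Doses: 20 µM, one dose / Detection: fluorescence polarization (mP)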
Rtt109 HAT inh: inhibitors of C. albicans Rtt109/Vps75 HAT, primary screen, biochemical, ThioGlo CoA-SH fluorescence, plate reader. purified Rtt109/Vps75, 4 h. 0.16% of 330,000 active. Histone acetyltransferase RTT109 (Candida albicans (strain SC5314 / ATCC MYA-2876)), …. inhibition, % at 34.9 µM;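 active = inhibition of at least 50% in every replicate; inconclusive = best replicate reaches 50% inhibition but some replicates fall short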
Target sequence (Q5AAJ8 whole entry, looked up): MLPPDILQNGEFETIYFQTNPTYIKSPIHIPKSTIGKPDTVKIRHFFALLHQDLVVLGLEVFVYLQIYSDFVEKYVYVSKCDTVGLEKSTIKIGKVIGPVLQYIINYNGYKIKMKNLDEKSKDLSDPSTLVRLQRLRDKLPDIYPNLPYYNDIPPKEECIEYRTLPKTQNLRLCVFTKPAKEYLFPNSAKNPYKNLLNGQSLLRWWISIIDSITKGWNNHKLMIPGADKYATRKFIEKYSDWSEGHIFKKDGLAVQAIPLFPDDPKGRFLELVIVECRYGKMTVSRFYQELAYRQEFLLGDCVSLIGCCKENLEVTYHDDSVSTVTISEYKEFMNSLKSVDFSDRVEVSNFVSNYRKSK
phage Ecoli inh: growth loss of phage-infected E. coli, primary screen, RecBCD inhibitor project, absorbance, with phage, HTS. inhibition, % at 11.9 µM. 0.26% of 360,000 active; in the data active = inhibition above about 11%
PvdQ acylase: P. aeruginosa PvdQ acylase inhibitors, primary screen, biochemical, fluorescence, plate reader and imaging, single point. purified PvdQ acylase. inhibition, % at 10 µM. 0.063% of 340,000 active. AID 488965, 2010; in the data active = inhibition above about 30%, passing the limit was not always enough; inconclusive = no clear call, values can overlap the other calls;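 also: 0% = vehicle neutral wells and 100% = reference inhibitor wells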
AddAB inh: growth inhibition of E. coli expressing H. pylori AddAB, primary screen, AddAB inhibitor project, absorbance | 0.29% of 330,000 active | inhibition, % at 11.9 µM; in the data active = inhibition above about 12%;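 also: 0% = vehicle wells of infected cells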
Ecoli viability: E. coli V3065 growth inhibition, primary screen, counter-screen for AddAB inhibitor project, absorbance, OD600. 18 h. inhibition, % at 11.9 µM. 0.27% of 330,000 active;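 active = inhibition above the campaign's mean inhibition across all tested compounds plus 3 SD, cut at about 9.9% in these data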;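 also: uninfected addAB+ strain grown without phage in ampicillin broth; 0% = DMSO wells and 100% = ciprofloxacin 0.95 µg/ml wells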
Wnt bcat act: Wnt/beta-catenin pathway activators, primary screen, cell-based, plate reader, single point; 1.2% of 300,000 active; activation, % at 9.35 µM; AID 743398, 2014; Wnt/beta-catenin reporter cell assay, activator; in the data active = activation above about 30%, passing the limit was not always enough; inconclusive = no clear call, values can overlap the other calls;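 also: 0% = neutral control wells and 100% = positive control wells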
DAGLB inhibitor: DAGLB lipase inhibitors, primary screen, biochemical, fluorescence, HTS. inhibition, % at 5.17 µM. HEK293T DAGLB membrane lysate, EnzChek fluorogenic substrate. 0.059% of 340,000 active; in the data active = inhibition above about 34%;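 also: 0% = enzyme with vehicle and 100% = wells lacking enzyme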
Target sequence (Q8NCG7 whole entry, looked up): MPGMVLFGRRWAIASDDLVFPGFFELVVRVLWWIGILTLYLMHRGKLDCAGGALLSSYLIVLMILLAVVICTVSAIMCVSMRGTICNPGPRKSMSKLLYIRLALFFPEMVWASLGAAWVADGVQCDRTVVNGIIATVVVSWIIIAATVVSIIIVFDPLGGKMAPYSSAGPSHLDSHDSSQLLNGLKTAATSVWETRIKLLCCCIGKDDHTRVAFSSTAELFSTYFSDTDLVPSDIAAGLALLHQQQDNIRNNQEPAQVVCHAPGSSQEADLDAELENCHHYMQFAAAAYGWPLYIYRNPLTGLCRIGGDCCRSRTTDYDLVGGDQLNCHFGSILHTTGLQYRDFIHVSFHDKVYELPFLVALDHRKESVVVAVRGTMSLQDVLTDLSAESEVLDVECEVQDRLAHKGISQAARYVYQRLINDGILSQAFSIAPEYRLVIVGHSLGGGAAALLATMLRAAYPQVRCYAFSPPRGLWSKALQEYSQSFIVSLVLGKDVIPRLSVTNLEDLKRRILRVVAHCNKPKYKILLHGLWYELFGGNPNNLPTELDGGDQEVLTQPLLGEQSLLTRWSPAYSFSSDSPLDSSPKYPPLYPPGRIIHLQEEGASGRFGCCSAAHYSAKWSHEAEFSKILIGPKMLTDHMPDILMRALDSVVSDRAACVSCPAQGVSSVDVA
Tat export inh: E. coli Tat export inhibitors, primary screen, MC4100, TorA-mCherry reporter, fluorescence, single point. 0.036% of 340,000 active. inhibition, % at 10 µM;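 active = mean replicate inhibition at least 50% and at least half of replicates individually reaching 50%; inconclusive = only one of the two criteria met; inactive = neither criterion met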;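 also: exported cargo escapes ClpAP degradation while cytoplasmic cargo is degraded and loses fluorescence; 0% = median of neutral control wells and 100% = median of NaSCN control wells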
PfHsp90 yeast 2: growth inhibition of PfHsp90-expressing yeast, primary screen, antimalarial PfHsp90 inhibitor project, S. cerevisiae, BacTiter-Glo luminescence, single point, set 2; BacTiter-Glo ATP, 48 h; yeast lacking PDR1 and PDR3 efflux regulators; inhibition, % at 9.4 µM; 0.32% of 310,000 active; AID 504621, 2011;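 active = every replicate shows inhibition above about 80%, whatever the replicate mean, limit read from the data; inconclusive = mean inhibition reaches the set limit but some replicate falls short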;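 also: 0% = DMSO neutral controls and 100% = 20 µM radicicol positive controls; yeast relying on Plasmodium falciparum Hsp90 in place of its own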
The depositor's hits bear a star; ? = inconclusive; / = no result given.

Every second line gives: CAL PDZ FP	Rtt109 HAT inh	phage Ecoli inh	PvdQ acylase	AddAB inh	Ecoli viability	Wnt bcat act	DAGLB inhibitor	Tat export inh	PfHsp90 yeast 2
COCCNC(=O)CSc1ccccc1C(=O)NC1CCSc2ccccc21 (stereo unspecified)
  -2.6	6	0.3	5	3.8	-1.4	-3	0	-2	4
NS(=O)(=O)c1ccc2ccccc2c1
  -2.1	3	1.5	-11	2.5	1.2	-2	3	5	-65
Cc1cc(C)n(-c2cc(N3CCN(C(=O)c4cccc(Br)c4)CC3)ccc2[N+](=O)[O-])n1
  -1.7	5	0.2	-10	1.0	-0.1	/	-3	4	-4
CCOC(=O)[C@H]1[C@H]2COc3cc(OC)ccc3[C@@H]2N2C(=O)N(c3ccc(Cl)cc3)C(=O)[C@@]12C
  -1.7	6	/	-7	-1.0	-1.3	/	-11	4	-6
O=S1(=O)NC(=NCC(c2ccco2)N2CCCCC2)c2ccccc21 (stereo unspecified)
  -2.6	-1	3.8	0	-0.2	-1.4	2	-4	0	0
O=C(/C=C/c1ccccc1)c1c[nH]c2ccccc12
  1.7	?	4.3	6	2.1	2.0	46*	0	-8	26
CC(=O)CSc1ncnc2sc3c(c12)CCC3
  -2.6	4	1.5	-10	2.9	0.0	-4	-1	4	8
COc1ccc2oc(C(=O)OCC(=O)N(Cc3ccccc3)C(C)(C)C)c(C)c2c1
  -1.3	6	0.9	6	-1.8	-1.1	-1	-7	12	-2
Cc1ccc(CNC(=O)c2cc(-c3cc(C)cc(C)c3O)n[nH]2)cc1
  -2.3	35	-1.8	6	0.7	2.1	1	-3	-2	-4
COc1cccc(NC(=O)c2nn(C)c(C(=O)Nc3cccc(OC)c3)c2[N+](=O)[O-])c1
  -1.4	2	2.8	-3	0.8	-2.4	-1	1	7	-9
COc1ccc(C(CNC(=O)c2cc(S(=O)(=O)N3CCCC3)ccc2Cl)N2CCCC2)cc1 (stereo unspecified)
  -1.5	17	1.8	9	-1.5	-2.6	3	-1	-2	12
COc1cc(CN2CCC(Cc3ccccc3)CC2)cc([N+](=O)[O-])c1O
  0.5	-13	2.5	-6	3.2	-1.6	0	-1	5	-41
CCOc1cc(/C=N/NC(=O)c2nn(C)cc2Br)ccc1OCc1ccccc1Cl
  0.9	1	2.2	-8	3.9	-2.3	/	1	10	-3
CCOc1ccc(C(=O)Cn2cnc3ccccc3c2=O)cc1
  -1.3	-2	3.1	-23	4.6	-3.1	12	-1	-8	-1
COCCCn1c(-c2ccco2)nc2ccccc2c1=O
  -1.6	6	4.3	-3	0.7	-0.5	/	2	9	-2

Record cards, from the list above.
`COCCCn1c(-c2ccco2)nc2ccccc2c1=O` as listed: CAL PDZ FP = -1.6; Rtt109 HAT inh = 6; phage Ecoli inh = 4.3; PvdQ acylase = -3; AddAB inh = 0.7; Ecoli viability = -0.5; Wnt bcat act = /; DAGLB inhibitor = 2; Tat export inh = 9; PfHsp90 yeast 2 = -2
`O=S1(=O)NC(=NCC(c2ccco2)N2CCCCC2)c2ccccc21` (stereo unspecified) as listed: CAL PDZ FP = -2.6; Rtt109 HAT inh = -1; phage Ecoli inh = 3.8; PvdQ acylase = 0; AddAB inh = -0.2; Ecoli viability = -1.4; Wnt bcat act = 2; DAGLB inhibitor = -4; Tat export inh = 0; PfHsp90 yeast 2 = 0

Next section.
Every second line gives: CAL PDZ FP	Rtt109 HAT inh	phage Ecoli inh	PvdQ acylase	AddAB inh	Ecoli viability	Wnt bcat act	DAGLB inhibitor	Tat export inh	PfHsp90 yeast 2
COC(=O)c1nn(-c2ccccc2)c(=O)cc1Oc1ccc(Cl)cc1
  0.3	-4	0.3	4	2.0	1.1	2	-3	4	-11
COc1ccc(CNC(=O)C(=O)NCC2OCCN2S(=O)(=O)c2ccc(F)cc2)cc1 (stereo unspecified)
  -2.9	3	1.0	-6	3.6	-0.8	0	1	5	-2
CC1=C(C(=O)OCC2CCCO2)C(c2ccccc2Cl)NC(=O)N1 (stereo unspecified)
  -1.0	-6	0.2	-15	4.1	-0.2	/	1	-4	21
COc1ccc(-c2cc(C(=O)Nc3cccc(O)c3)no2)cc1
  0.2	-4	3.6	-10	0.0	-1.9	18	1	-7	-18
CCN(CC)c1ccc(N2C(=O)CSC2=S)cc1
  -4.2	3	0.3	-14	-0.9	0.5	0	5	3	15
CCOC(=O)Cn1cc(C(=O)c2cccs2)c2ccccc21
  -1.9	0	1.2	-10	1.6	-0.9	-1	-1	6	/
CCOc1ccc(N2C(=O)C3=C(C(c4ccc(Cl)cc4)=NCCN3)C2c2cccnc2)cc1 (stereo unspecified)
  11	3	2.8	-5	4.9	0.2	0	3	1	-3
CCCOP(=O)(c1ccc(N(C)C)cc1)C(O)c1c(Cl)cccc1Cl (stereo unspecified)
  0.4	-3	2.6	2	0.0	0.5	-1	-2	-2	15
CCC1(CC)Cc2ccccc2-c2[nH]c(=S)[nH]c(=O)c21
  0.9	10	-0.1	13	2.8	2.3	-1	2	-2	-13
CN(c1cccc2cccnc12)S(=O)(=O)c1ccccc1
  -1.1	-5	-0.8	-19	1.5	-0.8	-1	0	-8	8
CCc1nnc(NC(=O)c2ccc(S(=O)(=O)NC3CCCCC3)cc2)s1
  -0.7	0	4.2	-5	0.7	-2.3	-3	4	-13	-6
N#Cc1cccc(NC(=O)Cn2cnc(S(=O)(=O)N3CCCCC3)c2)c1
  -2.8	47	0.9	-2	2.9	-0.5	-1	-2	4	7
Cc1cccc(NC(=O)CCS(=O)(=O)c2cccc3nonc23)c1C
  -1.9	12	0.1	14	1.8	-0.6	2	-1	11	-1
Cc1cccc(/C=C(\C#N)C(=O)Nc2ccccn2)c1
  -1.7	-1	1.5	-13	3.3	0.1	-2	0	0	-11
CN1C(=O)CC(Sc2ncccc2C(=O)O)C1=O (stereo unspecified)
  -0.1	5	2.4	4	-1.1	0.4	8	-1	2	-5

Every second line gives: CAL PDZ FP	Rtt109 HAT inh	phage Ecoli inh	PvdQ acylase	AddAB inh	Ecoli viability	Wnt bcat act	DAGLB inhibitor	Tat export inh	PfHsp90 yeast 2
O=c1c(Cc2ccc(Cl)cc2Cl)c(O)ccn1Cc1ccncc1
  -1.4	-18	3.9	-11	2.9	-0.1	0	1	-4	19
Cc1ccc(C2=NOC(C)(c3nnc(-c4ccc(Cl)cc4)o3)C2)cc1 (stereo unspecified)
  0.3	-3	0.2	6	2.2	2.5	1	-3	3	8
O=C(CC1C(=O)NCCN1Cc1ccccn1)NCCc1ccccc1F (stereo unspecified)
  -1.7	-2	0.6	-18	0.2	-1.9	1	1	5	-3
O=C(CSc1nnc(C2CC2)n1-c1ccccc1)NCc1ccco1
  -0.3	-5	2.8	-10	3.6	-0.6	/	5	-4	14
COC(=O)Cn1c(C)nc2c(sc3nc(C)cc(C)c32)c1=O
  -4.0	2	/	-7	0.9	-0.2	/	3	-2	-10
CN(Cc1c(C(=O)N/N=C/c2cccc(F)c2)nnn1-c1nonc1N)C1CCCCC1
  -1.2	4	0.0	-22	2.4	-0.1	2	1	9	22
CCOc1ccc(OCC(=O)N2CCC3(CC2)CC(=O)c2ccccc2O3)cc1
  -2.0	1	-0.2	6	-2.4	1.2	0	-1	8	-10
COc1ccc(/C=C/C(=O)Nc2cccc(S(=O)(=O)N3CCOCC3)c2)cc1OC
  -9.8	-3	2.3	-3	/	/	4	-1	-2	1
COc1ccc(C2=CC3=C(Br)C(=O)C(C)(OC(=O)c4cccs4)C(=O)C3=CO2)cc1 (stereo unspecified)
  3.0	-1	2.3	7	5.0	2.2	-4	12	-10	107*
Cc1ccc(N2CCN(S(=O)(=O)N3CCCCCC3)CC2)cc1Cl
  -2.7	4	8.2	7	2.8	0.2	2	-2	-6	/
CCc1nnc(NC(=O)CSc2nnc(C3CCCCC3)n2-c2cccc(Cl)c2)s1
  -3.2	59*	-1.7	-15	1.3	-3.6	0	3	5	3
O=C(Cc1ccccc1)NCCSCc1ccccc1
  -3.3	1	3.7	-3	4.0	-0.1	-2	-4	-4	-14
CCN(CC(=O)N1CCC(C(N)=O)CC1)S(=O)(=O)c1cc(Cl)ccc1Cl
  -0.2	-1	2.7	-10	/	/	-3	7	-3	10
CCOC(=O)C1(CC)NC(c2ccc(OC)c(OC)c2)C2C(=O)N(c3cccc(C(C)=O)c3)C(=O)C21 (stereo unspecified)
  -0.9	-5	-1.4	-17	-1.2	-0.5	0	0	-8	1
CCOC(=O)N1CCN(CC(=O)Nc2c(C(=O)OC)[nH]c3ccccc23)CC1
  -1.6	/	1.5	1	2.7	-0.1	/	0	-5	3

Every second line gives: CAL PDZ FP	Rtt109 HAT inh	phage Ecoli inh	PvdQ acylase	AddAB inh	Ecoli viability	Wnt bcat act	DAGLB inhibitor	Tat export inh	PfHsp90 yeast 2
CC(NC(=O)Cn1cnc([N+](=O)[O-])n1)c1ccccc1 (stereo unspecified)
  /	-2	0.6	-14	0.2	-1.2	7	-1	-5	6
COc1ccc(C(=O)c2coc3ccc(OC(C)=O)cc23)cc1
  -0.7	1	1.9	9	2.4	2.8	2	-12	-11	-21
COc1ccc(CC2(CO)CCN(Cc3cnn(C)c3)CC2)cc1
  -11	-18	2.7	11	/	/	-1	2	-8	14
COc1cc(C(=S)N2CCOCC2)ccc1OS(=O)(=O)c1ccc(NC(C)=O)cc1
  -1.7	-8	5.4	-8	-1.2	0.2	-5	0	6	17
Cc1c(C#N)c2ccccc2n1C
  -0.5	-14	3.0	-12	2.6	2.6	1	1	-1	-14
O=C(CCN=C1NS(=O)(=O)c2ccccc21)OCc1ccccc1
  -2.1	-9	-1.5	-12	-0.4	-2.8	3	-1	16	-13
CCOC(=O)COc1nc(-c2ccccc2)cc(-c2ccco2)c1C#N
  -0.8	-3	-3.3	-5	2.9	2.5	2	-11	4	-30
O=C(c1ccc([N+](=O)[O-])cc1)N1CCSC1c1ccccc1 (stereo unspecified)
  -1.5	-8	0.8	-11	0.7	-0.9	/	1	6	-37
COc1ccc(NS(=O)(=O)c2cccc(C(=O)N3CCN(Cc4cc(OC)ccc4OC)CC3)c2)cc1
  0.3	22	0.1	6	0.8	1.5	-3	0	1	-12
COc1ccc(C(=O)COC(=O)CCN=C2NS(=O)(=O)c3ccccc32)c(OC)c1
  -2.4	-4	1.0	-10	-1.4	-1.1	3	-1	-4	/
COc1ccc(NC(=O)c2nc[nH]c2C(=O)NCC(=O)OC(C)(C)C)cc1
  -0.4	8	1.8	-9	2.3	-4.4	1	0	-1	-2
COc1cccc(NC(=O)Cc2csc(NC(=O)Nc3ccccc3OC)n2)c1
  -2.9	-1	6.0	-13	2.0	0.8	-1	1	8	-9
CCSCCOC(=O)C1=C(C)NC(=O)NC1c1ccc2c(c1)OCO2 (stereo unspecified)
  -1.2	11	1.3	-20	2.3	1.6	-3	-3	2	-2
Cc1noc(C)c1C(=O)N1CCN(S(=O)(=O)c2cccs2)CC1
  -1.7	-1	1.2	-14	0.9	2.1	1	3	-9	-5
Oc1cc(Br)ccc1C=Nc1ccc(N2CCCCC2)cc1
  /	-3	2.3	-15	-4.4	-1.8	3	9	3	-9
CCOc1cc(C=O)ccc1OCC(=O)N1CCCC1
  0.6	15	2.4	-15	-0.3	0.3	-2	-4	-9	-11
